HUVEC inhibit = blocks proliferation of human endothelial cells | HUVEC proliferation, CellTiter-Glo luminescence, 72 h; stronger effect = lower value | 86,000 compounds, 1.1% hits | viability, % at 10 µM (by protocol);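 active means viability at or below 30%; inactive means viability above 30%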;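 further: 100% = median luminescence of DMSO-only cell control wells on each plate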
H69AR growth 86K = growth inhibitors of human H69AR lung tumor cells. H69AR lung tumor viability, ATP luminescence, 72 h; stronger effect = lower value. viability, % at 10 µM. 85,000 compounds, 6% hits. AID 598;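 active means viability at or below 40%; inactive means viability above 40%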;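 further: multidrug resistant small cell line overexpressing MRP-1 efflux transporter; 100% = mean luminescence of untreated control wells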
Candida biofilm = kills Candida albicans biofilms; C. albicans biofilm + clotrimazole, Alamar Blue; inhibition, % at 6 µM; 85,000 compounds, 0.14% hits;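 active means inhibition above 20%; inactive means inhibition below 20%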;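 further: preformed 24 hr biofilms exposed to compound for 48 hr; 0% = biofilm without compound and 100% = blank killed by clotrimazole plus chlorhexidine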
sEH act = increases human soluble epoxide hydrolase activity | AID 717 | 91,000 compounds, 0.04% hits | purified human sEH enzymatic activity, activator screen | activation, % at 2 µM; in the data active means activation above about 37%; further: values of inactives mirror those of a sister screen read the other way
Target sequence (P34913 whole entry, looked up): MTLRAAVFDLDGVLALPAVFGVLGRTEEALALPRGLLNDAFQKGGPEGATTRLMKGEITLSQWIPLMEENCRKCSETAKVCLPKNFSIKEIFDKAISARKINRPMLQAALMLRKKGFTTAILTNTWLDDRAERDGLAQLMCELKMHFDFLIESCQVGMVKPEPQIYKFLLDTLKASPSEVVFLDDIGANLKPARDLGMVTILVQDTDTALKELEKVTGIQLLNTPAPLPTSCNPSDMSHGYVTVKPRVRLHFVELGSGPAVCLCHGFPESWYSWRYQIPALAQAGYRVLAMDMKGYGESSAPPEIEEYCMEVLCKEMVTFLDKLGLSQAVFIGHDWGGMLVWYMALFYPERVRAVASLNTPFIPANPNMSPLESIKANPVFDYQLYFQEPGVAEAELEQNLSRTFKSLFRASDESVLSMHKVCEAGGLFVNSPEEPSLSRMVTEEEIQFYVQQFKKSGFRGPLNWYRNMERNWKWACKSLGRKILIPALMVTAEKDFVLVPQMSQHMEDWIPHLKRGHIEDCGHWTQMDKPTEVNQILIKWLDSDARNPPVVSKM
ERa coact pot = ER-alpha (human) coactivator binding potentiation; 86,000 compounds, 1.3% hits; coactivator binding (% of control), % at 25.6 µM; TR-FRET ERalpha-LBD/SRC-Cy5 coactivator binding, 2 h; 100 = basal binding, no effect; P03372; in the data active means activity above about 200%;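 further: binding measured in presence of low estradiol as agonist stimulus; 0% = peptide alone without receptor and 100% = receptor with peptide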
Smad3 FoxH1 inh = inhibitors of human Smad3 transcription factor binding | AID 630 | TR-FRET Smad3/Dy647-FoxH1 peptide binding, europium anti-His | P84022 | 88,000 compounds, 0.29% hits | inhibition, % at 25 µM;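 active means compounds that reduce the energy-transfer binding signal between the protein and its labelled peptide by more than half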;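 further: 0% = Smad3 plus labelled peptide maximal FRET and 100% = peptide-only background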
Lung fibro prol = blocks proliferation of human lung fibroblasts. viability, % at 10 µM. LL 47 human lung fibroblast viability, ATP luminescence; stronger effect = lower value. 85,000 compounds, 1.1% hits;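 active means viability at or below 50% in the single dose screen; inactive means viability above 50%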;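 further: compound exposure lasted 72 h before the ATP readout; 100% = median luminescence of untreated cell-only wells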
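Test system: LL 47 human lung fibroblasts / Incubation: 72 h compound exposure at 37 °C after overnight plating / Technique: luminescent ATP detection, CellTiter-Glo / Compound dosing: 0.1% DMSO in all compound wells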
ERa SRC1 inh = blocks coactivator binding to human estrogen receptor alpha | AID 629 | inhibition, % at 25.6 µM | TR-FRET ER-alpha LBD / SRC-1 peptide, estradiol-bound | 86,000 compounds, 1.7% hits; in the data active means inhibition above about 50%;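 further: 0% = receptor plus peptide control and 100% = peptide only without receptor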
ERb SRC1 inh = blocks coactivator binding to human estrogen receptor beta; 86,000 compounds, 1.3% hits; inhibition, % at 25.6 µM; TR-FRET ER-beta LBD / SRC1-Cy5 peptide binding; receptor agonist-loaded with 1 µM estradiol; Q92731; AID 633;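 active means compounds whose percent inhibition of the receptor-coactivator binding signal exceeds about 50% in the single-dose screen, limit read from the data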;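 further: 0% = receptor plus peptide wells without compound and 100% = peptide-only wells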
An asterisk follows results filed as active; x = no result given; [ ] = another dose, or the depositor's remark. This is a subset; the hit share may differ from the screen's.

SMILES	Lung fibro prol	Smad3 FoxH1 inh	sEH act	ERb SRC1 inh	ERa SRC1 inh	HUVEC inhibit	ERa coact pot	H69AR growth 86K	Candida biofilm
CCn1cnc2c1c(=O)n(CC(=O)Nc1cc(C)on1)c(=O)n2Cc1ccccc1	99	-1	2	15	4	101	104	84	7
Cc1ccc2c(c1)nc(NCCO)n2C	98	-5	-23	-3	-5	94	158	87	9
Cc1nn(Cc2c(Cl)cccc2Cl)c(C)c1C(=O)NCc1ccc(C)n1C	102	-7	-10	-10	10[fluorescence artefact?]	108	87[fluorescence artefact?]	91	3
O=C1CC(c2ccc(F)cc2)CC(O)=C1C=NCCN1CCN(C(=O)Nc2ccccc2)CC1 (stereo not drawn)	100	12	-25	-4	-9	97	98	104	1
COc1cccc(-c2nnc3sc(-c4cccs4)nn23)c1	96	-89[fluorescence artefact?]	x	8[fluorescence artefact?]	17[fluorescence artefact?]	79	251*	61	3
CCCCOc1ccc(CSc2nncn2N)cc1	104	-4	-12	-8	-10	113	102	90	1
Cc1[nH]c2ccccc2c1CCC(N)=O	x	-2	x	1[fluorescence artefact?]	-4	102	131	51	4
COc1ccccc1N1CCN(Cc2ccco2)CC1	95	39[fluorescence artefact?]	-4	18	8	101	95	81	7
CCNC(=O)N1CCNC(=O)C1CC(=O)Nc1ccc(C(=O)OCC)cc1 (stereo not drawn)	99	3	-20	26	30	86	110	86	7
S=c1[nH]nc(-c2ccncc2)n1CC1CCCO1 (stereo not drawn)	101	4	0	-6	-6	100	132	97	5
CCOC(=O)/C=C/S(=O)(=O)c1ccc(NC(C)=O)cc1	14*	-10	5	21[fluorescence artefact?]	9	68	89	-0.2*	12
CCCCc1nc(NCCNC(=O)c2ccccc2)c(C#N)c2c1CSC(C)(C)C2	93	0	-9	10	2	60	106	54	4
Nc1nnc(N2CCCCC2)s1	94	-11	x	16	-2	100	106	72	7
CCC(CC)C(=O)N1CCN(Cc2ccc3c(c2)OCO3)CC1	99	-2	-5	-1	-2	101	106	53	4
CCOc1ccccc1NC(=O)NC1(C(=O)N2CCOCC2)CCCCC1	98	11	x	2	4	104	105	103	8
Cc1ccc(SCC(=O)NC(C)(C)C)cc1	99	0	-14	-20	-15	94	101	109	10
CC(C)c1nc2ccc(NC(=O)C34CC5CC(CC(C5)C3)C4)cc2[nH]1	104	3	-6	-29	-1	61	85	60	4
COc1ccc(NC(=O)CSc2nnc(-c3cccs3)n2-c2ccccc2)cc1	39*	-81[fluorescence artefact?]	x	4[fluorescence artefact?]	16[fluorescence artefact?]	21*	323*[fluorescence artefact?]	46	7
CC1(C)CC(=O)c2cc3c(N)c(C(=O)NCc4ccccc4)sc3nc2C1	95	-5	-2	3[fluorescence artefact?]	2[fluorescence artefact?]	92	95	48	11
CN(C)/C=C1\N=C(c2cccs2)OC1=O	105	-17[fluorescence artefact?]	0	5[fluorescence artefact?]	5[fluorescence artefact?]	100	99	101	8
COc1cc2c(cc1OC)C(C(=O)N1CCN(c3ccccn3)CC1)C(c1cccs1)N(C)C2=O (stereo not drawn)	95	20[fluorescence artefact?]	1	-13	-4	99	105	100	4
COc1ccccc1-c1nnc(SCC(=O)NCc2c(C)c(Cl)cc(C(C)C)c2O)o1	105	-4	11	-2	2	75	92	x	4
CCC(C)NC(=O)Nc1ccc2c(c1)N(C)C(=O)c1ccccc1S2 (stereo not drawn)	94	-7	-88	-2	7	102	106	96	-2
CCOC(=O)CCCCC(=O)c1[nH]c(=O)[nH]c1CSc1nc(C)cc(C)n1	99	-9	-7	0	-2	92	99	80	5
CN(C)Cc1c(O)ccc2c3c(c(=O)oc12)CCCCC3	104	-4	18	-11	-9	98	101	85	-6
CCCn1c(CN2CCCCC2C)nc2c1c(=O)n(C)c(=O)n2C (stereo not drawn)	104	-22	x	17	2	109	113	86	18
O=C(Nc1ccccc1Cl)c1ccn[nH]1	101	3	-7	28[fluorescence artefact?]	-1	111	86	108	12
Cc1cc(OCCOCCNC(C)C)cc(C)c1Cl	90	1	-1	-14	5	81	104	28*	1
CCOC(=O)c1cnc(SC2CCc3ccccc3C2=O)nc1N (stereo not drawn)	111	5	-12	-5	2[fluorescence artefact?]	93	109	99	7
COC(=O)c1ccc(CSc2nc3ccccc3c(=O)n2Cc2ccco2)o1	102	-3	2	12	6	88	95	91	9
CCCn1c(=O)c(C(=O)NCc2ccc(OC)c(OC)c2)c(O)c2ccccc21	97	1	1	2	34[fluorescence artefact?]	115	114	78	5
CN1CCN(C(=O)c2ccc(COc3ccc(C(C)(C)C)cc3)o2)CC1	94	-14	7	-4	-3	64	98	80	-4
Cc1ccn(C(=O)c2cc3cc(Cl)ccc3oc2=O)n1	104	8	-11	2[fluorescence artefact?]	15[fluorescence artefact?]	99	121	106	3
O=C(NC1C=CS(=O)(=O)C1)c1sc2ccccc2c1Cl (stereo not drawn)	76	6	10	-32	-28	73	102	1.7*	2
CCOC(=O)c1sc2nc3c(cc2c1N)COC(C)(CC)C3 (stereo not drawn)	103	14	-1	-9	-4	97	111	55	3
COC(=O)N/N=C/c1ccc([N+](=O)[O-])o1	101	-18	19	17	12[fluorescence artefact?]	106	80	79	1
COc1ccc(C2C(C(C)=O)=C(O)C(=O)N2C)c(OC)c1 (stereo not drawn)	96	-4	0	-1[fluorescence artefact?]	-1	107	105	107	4
CCOC(=O)c1cc2sc(C)cc2n1CC(=O)Nc1ccc2c(c1)OCCO2	95	-4	8	14	35	90	127	68	0
Cc1cc(C(=O)CSc2nc3ccccc3n2C)c(C)n1C	101	8	0	-2	2	101	96	97	1
CCS(=O)(=O)n1nc(-c2ccccc2)nc1SC	121	-5	13	-3	0[fluorescence artefact?]	103	94	93	-2
COc1cc(OC)cc(C(=O)N2CCN(Cc3ccccc3C(F)(F)F)CC2)c1	97	6	-7	-2	-1	97	84	82	5
Cc1ccc(-n2nnc3c(=O)n(CC(=O)N4CCC(C)CC4)cnc32)cc1	110	-3	7	6[fluorescence artefact?]	10[fluorescence artefact?]	106	84	85	-4
CC(=O)c1cn(CC(=O)Nc2c(C)cccc2C)c2ccccc12	102	-5	-6	-1	-6	97	89	93	4
CCCCCSc1nc(N2CCOCC2)c2c(c1C#N)CC(C)(C)OC2	83	-18	-3	15[fluorescence artefact?]	27	91	93[fluorescence artefact?]	33*	0
CCN(CC)S(=O)(=O)c1ccc(NCc2ccccc2)nc1	96	9	x	-7	2	98	94	104	5
CC(=O)NC(c1cccc([N+](=O)[O-])c1)c1c(OC(C)=O)ccc2ccccc12 (stereo not drawn)	96	15	-5	-5	-2	97	90	95	18
Clc1ccccc1OCc1nc(-c2ccc(Br)o2)no1	102	-8	x	13	9	102	89	75	-4
CC(=O)OCCn1c(Br)nc2c1c(=O)[nH]c(=O)n2C	93	0	-2	1[fluorescence artefact?]	1	97	98	89	-4
COc1cccc(-n2nc3c(-n4ncc(C#N)c4N)nnc(C)c3c2C)c1	103	11	6	-2	-6	93	101[fluorescence artefact?]	98	9
COC(=O)COc1ccc(S(=O)(=O)NCc2cccnc2)cc1C	106	10	12	0	2	87	124	92	13

(more compounds)
SMILES	Lung fibro prol	Smad3 FoxH1 inh	sEH act	ERb SRC1 inh	ERa SRC1 inh	HUVEC inhibit	ERa coact pot	H69AR growth 86K	Candida biofilm
C#CCOC(=O)C(NC(=O)c1ccccc1)=C(C)C	110	1	-4	-1[fluorescence artefact?]	-3	107	98	105	4
COc1ccc2cc(C(=O)N3CCCCCC3)sc(=O)c2c1OC	102	-4	-10	0[fluorescence artefact?]	4	92	115	81	2
Cc1cc(C)n(-c2nc3ccccc3nc2N2CCN(C(=O)c3ccc(Cl)cc3)CC2)n1	89	-6	6	0	2	85	76	53	5
C/C(N)=C(/C#N)C(=O)CSc1nnc(SCc2ccc(Cl)cc2)s1	91	5	6	40[fluorescence artefact?]	23	90	60	88	9
COC(=O)C(CCSC)NC(=O)CNC(=O)C1CCCCC1 (stereo not drawn)	91	6	x	-3[fluorescence artefact?]	2[fluorescence artefact?]	83	121[fluorescence artefact?]	97	5

Compounds from the list above with a Cl atom, in the order listed:
SMILES	Lung fibro prol	Smad3 FoxH1 inh	sEH act	ERb SRC1 inh	ERa SRC1 inh	HUVEC inhibit	ERa coact pot	H69AR growth 86K	Candida biofilm
Cc1nn(Cc2c(Cl)cccc2Cl)c(C)c1C(=O)NCc1ccc(C)n1C	102	-7	-10	-10	10[fluorescence artefact?]	108	87[fluorescence artefact?]	91	3
COc1ccccc1-c1nnc(SCC(=O)NCc2c(C)c(Cl)cc(C(C)C)c2O)o1	105	-4	11	-2	2	75	92	x	4
O=C(Nc1ccccc1Cl)c1ccn[nH]1	101	3	-7	28[fluorescence artefact?]	-1	111	86	108	12
Cc1cc(OCCOCCNC(C)C)cc(C)c1Cl	90	1	-1	-14	5	81	104	28*	1
Cc1ccn(C(=O)c2cc3cc(Cl)ccc3oc2=O)n1	104	8	-11	2[fluorescence artefact?]	15[fluorescence artefact?]	99	121	106	3
O=C(NC1C=CS(=O)(=O)C1)c1sc2ccccc2c1Cl (stereo not drawn)	76	6	10	-32	-28	73	102	1.7*	2
Clc1ccccc1OCc1nc(-c2ccc(Br)o2)no1	102	-8	x	13	9	102	89	75	-4
Cc1cc(C)n(-c2nc3ccccc3nc2N2CCN(C(=O)c3ccc(Cl)cc3)CC2)n1	89	-6	6	0	2	85	76	53	5
C/C(N)=C(/C#N)C(=O)CSc1nnc(SCc2ccc(Cl)cc2)s1	91	5	6	40[fluorescence artefact?]	23	90	60	88	9
